Luc counter – Kinase-Glo luciferase inhibition (counter-screen) | Kinase-Glo luciferase, ATP luminescence, 8 min | Q27757 | actives 0.28% (n = 200,000) | Potency, µM (top dose mostly 38.3 µM), for inactives: top-dose activity change, negative = inhibition, most hits filed as inhibitors; note: % is set by controls: 0 for no effect and ±100 for the full control effect; nearly all actives have a fitted effect of over 60% in size
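Compound is pinned into ATP-containing buffer (10 uM ATP, imidazole pH 7.2, 7 mM MgCl2). Kinase-Glo luciferase reagent is then added. Light output is recorded following an 8-min room-temperature incubation.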
KDM4E inh – blocks human JMJD2E demethylase activity | B2RXH2 | Potency, µM (series often up to 57.1 µM), for inactives: top-dose activity change, negative = inhibition, usual class: inhibitors | JMJD2E catalytic domain, FDH-coupled NADH fluorescence (FDH is formaldehyde dehydrogenase) | actives 1.6% (n = 230,000); active = well fitted inhibition curve with a large enough effect, not every such curve was filed as active; inconclusive = small, poorly fitted or top-dose-only effect, or another doubt; inactive = no such curve, though single readings can be large or run the other way;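 note: 0% = wells with enzyme and -100% = buffer wells without enzyme; nearly all actives have a fitted effect of over 50% in size; many of its hits are not listed in these tables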
Epigenetic derep – regulators of epigenetic silencing causing reporter derepression in mouse cells; murine LDR cells, GFP reporter derepression, 30 h; Potency, µM (highest dose often 53.9 µM), for the others: at the highest dose GFP activation, hits mostly activators; actives 0.2% (n = 280,000); AID 1865; note: % of control where 0% means no effect; nearly all actives have a fitted effect of over 60% in size
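GFP-positive cell count by laser-scanning cytometry (objects 20–120 um) after 30 h, 37 C compound exposure of murine LDR cells; reporter is CMV-GFP integrated at a silenced locus, inducible by HDAC or DNMT inhibitors.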
RGS12 GoLoco inh – inhibitors of human Gai1-RGS12 GoLoco interaction (red fluorophore) | P63096 | Gai1:RGS12 GoLoco peptide FP, rhodamine, 10 min | Potency, µM (series often up to 61.6 µM), without a hit: at the highest dose activity, negative = inhibition, hits mostly inhibitors | actives 0.44% (n = 230,000) | AID 880; active = well fitted inhibition curve with a large enough effect, not every such curve was filed as active; inactive = no such curve, though single readings can be large or run the other way; note: % is set by controls: 0 for no effect and ±100 for the full control effect; nearly all actives have a fitted effect of over 30% in size; many of its hits are not listed in these tables
RECQ1 helicase – RECQ1 (human) helicase inhibition. P46063. RECQ1 DNA unwinding, red fluorescence kinetic read. Potency, µM (titrated, usually from 57.3 µM), without a hit: at the highest dose activity, negative = inhibition, hits mostly inhibitors. actives 0.54% (n = 240,000);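 note: plate controls were vehicle for no effect and no enzyme for full effect; nearly all actives have a fitted effect of over 30% in size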
Target sequence (P46063 whole entry, looked up): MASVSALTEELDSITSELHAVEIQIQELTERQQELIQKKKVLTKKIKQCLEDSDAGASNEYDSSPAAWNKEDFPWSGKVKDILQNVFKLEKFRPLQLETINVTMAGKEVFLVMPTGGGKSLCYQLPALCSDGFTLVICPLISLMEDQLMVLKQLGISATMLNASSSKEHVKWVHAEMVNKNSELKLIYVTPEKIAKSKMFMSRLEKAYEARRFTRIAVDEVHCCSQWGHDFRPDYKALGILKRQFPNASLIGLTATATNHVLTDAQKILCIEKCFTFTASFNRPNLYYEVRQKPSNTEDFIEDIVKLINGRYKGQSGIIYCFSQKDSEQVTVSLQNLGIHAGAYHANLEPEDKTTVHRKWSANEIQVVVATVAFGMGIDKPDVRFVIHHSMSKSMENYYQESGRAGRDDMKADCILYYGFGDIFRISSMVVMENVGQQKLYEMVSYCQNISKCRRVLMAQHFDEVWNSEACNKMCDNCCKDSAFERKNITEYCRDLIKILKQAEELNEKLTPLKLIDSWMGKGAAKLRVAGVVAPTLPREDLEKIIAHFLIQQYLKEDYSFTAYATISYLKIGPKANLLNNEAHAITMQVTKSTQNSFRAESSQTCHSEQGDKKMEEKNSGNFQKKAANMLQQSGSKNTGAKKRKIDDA
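RECQ1T1 50 nM; forked duplex (20 bp + 30-nt ss tails) 200 nM, ATP 2 mM final; pH 8.0, 2 mM MgCl2, 2.5 ug/ml poly(dI-dC); 15 min compound preincubation; discontinuous kinetic read over 2 h at RT.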
SMN2 splice enh – SMN2 splice variant enhancement. HEK293 SMN2-luciferase splicing reporter, luminescence, 30-36 h. Potency, µM (doses to about 46.1 µM), for inactives: at the top dose activity change, positive = activation, usual class: activators. actives 2.8% (n = 210,000). AID 1458; note: % of control where 0% means no effect; nearly all actives have a fitted effect of over 55% in size
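HEK293 cells carry an SMN2 […]–luciferase reporter in which exon 7 inclusion puts luciferase in frame. Cells were plated 10-12 h before compound addition, then incubated 30-36 h at 37C. ONE-Glo luminescence was read; sodium butyrate at 4.5 mM final served as control.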
NPSR antag – neuropeptide S receptor (human) antagonism, cAMP | Q6W5P4 | CHO-NPSR cells, cAMP TR-FRET, antagonist mode | Potency, µM (doses to about 38.3 µM), for the others: at the highest dose activity change, negative = inhibition, actives largely listed as inhibitors | actives 1% (n = 220,000) | AID 1461; note: % is set by controls: 0 for no effect and ±100 for the full control effect; nearly all actives have a fitted effect of over 50% in size; many of its hits are not listed in these tables
Target sequence (Q6W5P4 whole entry, looked up): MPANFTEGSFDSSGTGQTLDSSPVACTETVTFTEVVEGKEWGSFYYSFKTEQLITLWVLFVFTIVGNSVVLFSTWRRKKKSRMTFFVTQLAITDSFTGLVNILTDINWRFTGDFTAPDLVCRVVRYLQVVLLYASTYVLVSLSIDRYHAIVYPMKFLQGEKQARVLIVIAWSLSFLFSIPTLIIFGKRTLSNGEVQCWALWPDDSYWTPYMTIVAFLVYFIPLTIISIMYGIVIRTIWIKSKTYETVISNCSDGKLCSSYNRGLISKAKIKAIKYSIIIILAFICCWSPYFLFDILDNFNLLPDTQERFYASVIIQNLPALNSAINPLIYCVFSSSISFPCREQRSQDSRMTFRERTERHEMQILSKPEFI
IMPase Li cell – IMPase inhibition in cells with lithium potentiation; CHO-M1 cells, IP1 TR-FRET (IP-One), carbachol + lithium; Potency, µM (series often up to 59.4 µM), for the others: at the top dose activity, negative = IMPase inhibition, actives largely listed as inhibitors; actives 0.35% (n = 210,000); AID 1457;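 note: IP1 builds up when IMPase is blocked and the TR-FRET signal falls; plate controls were basal vehicle for no effect and high inhibitor control for full effect; nearly all actives have a fitted effect of over 50% in size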
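Readout is a homogeneous TR-FRET IP1 immunoassay (Ex 320, Em 665 and 620), where raised cytosolic IP1 lowers signal. Cells were CHO-M1 treated 30 min at 37C with test compounds plus a little lithium; AC50 values came from Hill-equation fitting.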
* = called active by the depositor; i = inactive; u = inconclusive; x = not tested or not shown; [ ] = another dose, or the depositor's remark. Unless noted, calls come from the whole dose curve; as a rule, active = well fitted curve in the direction sought with a large enough effect; inconclusive = small, poorly fitted or top-dose-only effect, or another doubt; inactive = no such curve, though single readings can be large; an effect the other way counts as inactive or inconclusive. Potency is the fitted concentration of half-maximal effect. The list is partial; count on the stated rates, not on these rows.

SMILES	Luc counter	KDM4E inh	Epigenetic derep	RGS12 GoLoco inh	RECQ1 helicase	SMN2 splice enh	NPSR antag	IMPase Li cell
C/C(N)=C(/C#N)C(=O)CSc1nc2scc(-c3ccccc3)c2c(=O)n1C	0%	-3%	-2.8%	18%	i	-5%	-24%	15%
CCOC(=O)c1cc(-c2ccc(N3CCOCC3)cc2)nn1-c1ccccc1	-1%	4%	2.1%	8%	0%	-24%	-30%	4%
CS(=O)(=O)N1CCN(C(=O)c2csc3ccccc23)CC1	-1%	-2%	0.0%	9%	i	2%	-3%[46.1 µM]	2%
O=C(O)/C(=C/c1cccnc1)NC(=O)c1ccccc1	0%	10%	-3.2%	5%	-5%	1%	5%	0%
COc1ccc2c(c1)n([O-])c1c([n+]2=O)CCC1	x	u	0.0%	0%	-12%	x	-1%	x
O=C(c1ccc(Br)cc1)N1CCCC(c2nc(-c3cccs3)no2)C1 (stereo not given)	0%	-3%	2.4%	-1%	-15%	x	3%	10%
Cc1cc(C)c2c3c(sc2n1)C(=O)N(c1ccccc1)CC(=O)N3	x	5%	0.2%	4%	-2%	x	16%	x
CN(C)c1ccnc2sc3c(=O)n(-c4ccccc4)cnc3c12	6%	u	0.0%	12%	i	17%	-10%[46.1 µM]	24%[38.3 µM]
O=C(NCc1cccnc1)C(=O)NCC1OCCN1S(=O)(=O)c1cc(F)ccc1F (stereo not given)	x	-1%	-1.8%	-1%	u	x	5%	x
O=C1NC(c2ccc(Br)cc2)=N/C1=C/c1ccco1	0%	u	1.3%	5%	-1%	7.1µM*	3%[46.1 µM]	0%
CCCn1nnc(NC(=O)COc2ccccc2Cl)n1	-1%	0%	0.9%	-13%	i	6%	3%[46.1 µM]	28%[38.3 µM]
CC(OC(=O)c1ccc(F)cc1)C(=O)Nc1nc(-c2cccc([N+](=O)[O-])c2)cs1 (stereo not given)	0%	8%	-1.1%	8%	-3%	10%	-13%	9%
Cc1cc(C)c(C(=O)c2ccc(C(=O)NC(C)(C)C)cc2)c(C)c1	-1%	11%	-1.6%	3%	-3%	-22%	-17%[46.1 µM]	25%[38.3 µM]
CCn1cc(C(=O)Nc2ccccc2C(=O)OC)c(=O)c2ccc(C)nc21	-1%	u	-0.1%	-5%	i	11µM*	-13%[46.1 µM]	-16%[38.3 µM]
COc1ccc(/C=N/NC(=O)c2[nH]c3ccc(Br)cc3c2-c2ccccc2)c(C(=O)O)c1OC	x	u	2.3%	-3%	-6%	x	6%	x

The last 4 entries of the part before come first, to join the parts:
SMILES	Luc counter	KDM4E inh	Epigenetic derep	RGS12 GoLoco inh	RECQ1 helicase	SMN2 splice enh	NPSR antag	IMPase Li cell
CC(OC(=O)c1ccc(F)cc1)C(=O)Nc1nc(-c2cccc([N+](=O)[O-])c2)cs1 (stereo not given)	0%	8%	-1.1%	8%	-3%	10%	-13%	9%
Cc1cc(C)c(C(=O)c2ccc(C(=O)NC(C)(C)C)cc2)c(C)c1	-1%	11%	-1.6%	3%	-3%	-22%	-17%[46.1 µM]	25%[38.3 µM]
CCn1cc(C(=O)Nc2ccccc2C(=O)OC)c(=O)c2ccc(C)nc21	-1%	u	-0.1%	-5%	i	11µM*	-13%[46.1 µM]	-16%[38.3 µM]
COc1ccc(/C=N/NC(=O)c2[nH]c3ccc(Br)cc3c2-c2ccccc2)c(C(=O)O)c1OC	x	u	2.3%	-3%	-6%	x	6%	x
NC(=S)Nc1nc2ccccc2[nH]c1=O	-6%	2%	1.0%	-4%	-20%	-1%	-5%[46.1 µM]	16%[38.3 µM]
CCc1ccc(C(=O)/C=C2\Sc3ccccc3NC2=O)cc1	2%	6%	-0.9%	14%	10%	x	13%	32%[activator]
C=CCn1c(SCc2n[nH]c(=S)n2-c2ccccc2)nnc1-c1ccccc1	x	3%	-1.0%	2%	i	x	15%	x
Cn1c(SCCC#N)nnc1-c1ccccc1F	-1%	-2%	-0.3%	0%	-5%	-3%	3%	-7%
O=C(NCc1ccccc1)C1CCN(C(=O)NCc2ccccc2)CC1	-2%	9%	0.0%	1%	-1%	5%	u	-6%[38.3 µM]
O=C(COc1ccc([N+](=O)[O-])cc1)NNC(=S)NC(=O)c1ccc(Br)cc1	-6%	-7%	-1.1%	14%	-17%	-26%	4%	-2%
O=C(CC1CCCCC1)Nc1c2c(nn1-c1ccc(F)cc1)CS(=O)(=O)C2	4%	8%	0.0%	-9%	-1%	-38%[inhibitor]	-11%[46.1 µM]	8%
O=C1CC(c2ccccc2)CC(=O)C1Sc1ccc(Cl)cc1 (stereo not given)	0%	3%	-0.9%	8%	-1%	-13%	-13%	-2%
CCn1c(SCc2ccc(C#N)cc2)nnc1-c1cccc(Cl)c1	0%	-1%	-1.1%	0%	-8%	14%	-15%[46.1 µM]	21%[38.3 µM]
COc1ccc(CCC(=O)NCCCNC(=O)CCc2ccc(OC)cc2)cc1	-3%	6%	2.3%	2%	0%	-8%	8%	4%
CCC(CC)C(=O)N1N=C(c2ccc(NS(C)(=O)=O)cc2)CC1c1ccc(C)cc1 (stereo not given)	x	u	-1.0%	1%	-10%	x	-55%	x
COc1ccc(CC(=O)N2CCC(Nc3nc4ccccc4n3Cc3ccc(F)cc3)CC2)cc1	-2%	5%	-1.2%	11%	-6%	-3%	18%[46.1 µM]	11%
CCOC(=O)C(C)Sc1nc2c(cnn2-c2ccc(C)cc2)c(=O)[nH]1 (stereo not given)	1%	-2%	2.0%	3%	-3%	8%	1%[46.1 µM]	4%
O=C(COC(=O)c1cc(=O)[nH]c2ccccc12)Nc1cccc(S(=O)(=O)N2CCOCC2)c1	x	-10%	-1.0%	-9%	i	x	9%	x
C=CCN1c2ccccc2[C@]23C[C@@H](C(=O)OC)N(C(=O)CC(C)C)C2=NC(C(=O)OC)=C(C(=O)OC)[C@H]13	-2%[7.66 µM]	6%[11.4 µM]	-3.2%	7%[14.2 µM]	2%[11.5 µM]	6%[9.22 µM]	-31%	1%
CCC(=O)N1CCc2cc(S(=O)(=O)CCC(=O)NCCc3ccc(OC)c(OC)c3)ccc21	-2%	13%	0.0%	0%	5%	-13%	9%[46.1 µM]	4%
CCN(CC)c1ccc(/C=N/NC(=O)OC(C)(C)C)cc1	x	u	0.5%	-4%	-10%	x	-57%	x
CCN(CC)S(=O)(=O)c1cccc(S(=O)(=O)c2cccc(S(=O)(=O)N(CC)CC)c2)c1	-2%	-4%	-3.9%	-1%	-1%	-56%[inhibitor]	-20%[46.1 µM]	9%[38.3 µM]
O=C(NCC1CCCO1)C(c1ccc(F)cc1)N(Cc1ccc2c(c1)OCO2)C(=O)c1ccc(CN2CCOCC2)o1 (stereo not given)	1%	-5%	1.1%	-1%	i	-8%	-13%	3%
CCCCC(=O)Nc1ncc([N+](=O)[O-])s1	3%	-3%	-0.3%	5%	16%	7%	7%	2%
COc1cccc(CNC(=O)CCC2CCCN(C(=O)CCn3cncn3)C2)c1 (stereo not given)	-3%	-2%	1.1%	13%	22%	-4%	5%	0%
O=c1ccn(-c2cccc(C(F)(F)F)c2)nc1-c1ccn(-c2ccccc2)n1	-1%	-6%	-0.9%	5%	-13%	-3%	-11%[46.1 µM]	-4%
O=C(Cc1ccc(-n2c(=O)[nH]c3ccccc3c2=O)cc1)N1CCN(c2cccc(Cl)c2)CC1	-2%	-6%	1.2%	1%	-9%	-14%	u	5%[38.3 µM]
CCCCNC(=O)Cn1c(=O)oc2cc(S(=O)(=O)N3CC(C)CC(C)C3)ccc21 (stereo not given)	2%	6%	-2.5%	1%	-2%	-5%	-8%[46.1 µM]	-4%[38.3 µM]
COc1ccccc1C1=NOC(COC(=O)c2ccc3ccccc3n2)C1 (stereo not given)	-1%	4%	-0.9%	-10%	i	18%	-14%[46.1 µM]	-6%[38.3 µM]
Cc1cc2c(c(SCC(=O)N(C)c3ccccc3)n1)C(=O)OC2	-4%	8%	1.0%	2%	-1%	3%	-11%[46.1 µM]	-1%[38.3 µM]
CCc1cccc(CC)c1NC(=O)COC(=O)c1ccccc1-c1nc2ccccc2s1	6%	-23%	1.1%	3%	-6%	15%	u	15%
CN1CCN(S(=O)(=O)c2cccc(C(=O)Nc3nccs3)c2)CC1	x	-2%	1.1%	-9%	2%	x	3%	x
Cn1c(SCC(=O)NNC(=O)c2ccc(Br)cc2)nnc1-c1cccnc1	4%	11%	-1.4%	-5%	-2%	3%	10%	-4%
COc1ccc(CCNC(=O)C(=O)Nc2nccs2)cc1OC	4%	u	-0.9%	-10%	-13%	-2%	0%[46.1 µM]	-4%
COc1ccc(C(=O)CC(=O)O)c2c1C=CC(C)(C)O2	-3%	u	1.5%	-1%	9%	25%	1%[46.1 µM]	-8%[38.3 µM]
CCOCCCNC(=O)CCNC(=O)c1cc(OC)c(OC)c(OC)c1	-5%	1%	-1.0%	0%	-3%	4%	9%[46.1 µM]	-11%[38.3 µM]
CN1C(=O)/C(=C2\SC(=S)N(CC3CCCO3)C2=O)c2ccccc21 (stereo not given)	-2%	6%	0.9%	-8%	-10%	-10%	3%[46.1 µM]	-10%[38.3 µM]
O=C(O)C1C2C=CC(C2)C1C(=O)NCc1cccnc1 (stereo not given)	3%	9%	-1.0%	9%	-4%	13%	-1%[46.1 µM]	-3%
Cc1cc(=O)oc2c3c4c(cc12)OCCN4CCC3	2%	9%	0.0%	3%	0%	-72%[inhibitor]	-19%[46.1 µM]	-5%
O=[N+]([O-])c1ccc2c(c1)S(=O)c1ccccc1-2 (stereo not given)	-2%[7.66 µM]	8%	0.0%	3%[14.2 µM]	-6%	-10%[9.22 µM]	-3%	9%
COc1ccc(C/C(N)=N/OC(=O)Cc2ccccc2)cc1OC	-9%	-7%	-0.4%	-14%	-1%	7%	-2%[46.1 µM]	4%[38.3 µM]
CCOC(=O)c1c(C)nc2sc3c(=O)n(-c4ccc(C(C)=O)cc4)cnc3c2c1-c1ccc(Cl)cc1	-2%	5%	0.8%	-4%	3%	-7%	-15%[46.1 µM]	5%[38.3 µM]
Cc1ccccc1CNC1CCCCC1	-2%	14%	0.1%	-3%	-1%	0%	10%	-1%

Screening data: PubChem BioAssay, National Center for Advancing Translational Sciences (NCATS)
